Screens deposited in PubChem by National Center for Advancing Translational Sciences (NCATS).
EPAC1 antagonist – qHTS for Antagonist of cAMP-regulated guanine nucleotide exchange factor 3 (EPAC1): primary screen; Potency, µM (doses to about 115 µM), for inactives: top-dose activity change, negative = inhibition, actives largely listed as inhibitors; 360,000 tested, 0.14% active; AID 720709, 2013; EPAC1 GEF assay, Rap1b-BODIPY-GDP exchange fluorescence;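 note: potency is the fitted concentration of half-maximal effect; plate controls were vehicle for no effect and positive control for full effect; nearly all actives have a fitted effect of over 50% in size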
aSyn rescue – qHTS of alpha-syn Inhibitors; 370,000 tested, 0.14% active; Yeast expressing alpha-synuclein, growth rescue, BacTiter-Glo, 24 h; Potency, µM (doses to about 46.1 µM), for the others: top-dose growth rescue (activation), usual class: activators; note: potency is the fitted concentration of half-maximal effect; % of control where 0% means no effect; nearly all actives have a fitted effect of over 65% in size
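Readout is rescue of growth in alpha-synuclein-expressing yeast, so inhibitors of toxicity appear as activators. Growth after 24 hr at 30 deg C in galactose medium is quantified by luminescence.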
PI5P4K alpha inh – qHTS for Inhibitors of phosphatidylinositol 5-phosphate 4-kinase (PI5P4K); max response, %; 330,000 tested, 1.2% active; Phosphatidylinositol 5-phosphate 4-kinase type-2 alpha (Homo sapiens), P48426; PI5P4Kalpha enzyme, ADP-Glo luminescence, 60 min; hits give low values; active = max response of -50% or lower; inconclusive = between -30% and -50%; inactive = -30% or higher; note: value at the top dose of about 77 µM; % is set by controls: 0 for no effect and ±100 for the full control effect
Target sequence (P48426 whole entry, looked up): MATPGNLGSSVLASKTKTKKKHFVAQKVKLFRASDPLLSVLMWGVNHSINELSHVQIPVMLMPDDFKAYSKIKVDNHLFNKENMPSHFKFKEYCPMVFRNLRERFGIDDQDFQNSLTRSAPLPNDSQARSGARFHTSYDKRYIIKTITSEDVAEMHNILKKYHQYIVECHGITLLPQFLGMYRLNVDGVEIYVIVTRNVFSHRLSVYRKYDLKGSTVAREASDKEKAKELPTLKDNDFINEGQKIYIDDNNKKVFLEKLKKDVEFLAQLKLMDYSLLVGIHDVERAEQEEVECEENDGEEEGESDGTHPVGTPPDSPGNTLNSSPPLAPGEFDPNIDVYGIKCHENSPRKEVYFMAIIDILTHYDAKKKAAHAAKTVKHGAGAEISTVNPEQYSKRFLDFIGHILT
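ADP-Glo luminescence end-point after a 60 min room-temperature kinase reaction. PI5P4Kalpha and substrate in HEPES pH 7.4 buffer with EGTA, 0.1% CHAPS and 5% DMSO; ATP at 5 microM final.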
IL2 activator – qHTS of IL-2 Activators; IL-2 activation reporter assay, cell-based qHTS; stimulated with anti-CD3/CD4/CD28 beads; in transgenic mouse T cells; activation, % (series mostly up to about 46 µM); 360,000 tested, 0.065% active; AID 652025, 2013; in the data active = activation above about 50%; inconclusive = mostly about 30% to 49%; note: 0% is about no effect
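Readout: EGFP and DsRed signals by fluorescent plate cytometry. Unstimulated transgenic mouse T cells received compound 60 min before antibody-bead stimulation, then incubated 18 h at 37 degrees C.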
EPAC1 ag – qHTS for Agonist of cAMP-regulated guanine nucleotide exchange factor 3 (EPAC1): primary screen; 360,000 tested, 0.073% active; Rap guanine nucleotide exchange factor 3 (Homo sapiens), O95398; Potency, µM (top dose mostly 154 µM), for inactives: top-dose activation, usual class: activators; EPAC1 agonist qHTS, biochemical assay; response scale: 100% = response to 6.5 mM cAMP; AID 720707, 2013; note: potency is the fitted concentration of half-maximal effect; nearly all actives have a fitted effect of over 60% in size
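Fluorescent GDP-exchange assay: 100 nM EPAC1 with 250 nM Rap1B preloaded with BODIPY-GDP and 50 uM GDP; compounds tested as concentration series, 5 min at room temperature, then read every 5 min for 30 min (ex 480/em 540 nm); normalized to 6.5 mM cAMP.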
FUS suppressor – qHTS for Suppressors of FUS Proteinopathy: Primary screen using FUS-linked yeast assay | S. cerevisiae FUS-expressing, growth rescue, OD600, 24 h | AID 1347120, 2019 | Potency, µM (series often up to 76.6 µM), for the others: at the highest dose growth rescue (activation), most hits filed as activators | 390,000 tested, 0.24% active;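 note: potency is the fitted concentration of half-maximal effect; plate controls were DMSO vehicle for no effect and reference control for full effect; nearly all actives have a fitted effect of over 55% in size; some results filed as inactive show a strong effect at the top dose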
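Cultures pregrown in 2.5% raffinose medium are shifted to minimal medium containing 2% galactose to express toxic FUS. Compounds are tested at several concentrations. After 24hr at 30C, growth is quantified at 600 nm absorbance.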
WRN inhibitor – qHTS for Inhibitors of WRN Helicase; Potency, µM (titrated, usually from 114 µM), for inactives: top-dose activity change, negative = inhibition, usual class: inhibitors; WRN helicase unwinding, fluorescent forked duplex, kinetic; 360,000 tested, 0.46% active; AID 651768, 2012; Bifunctional 3'-5' exonuclease/ATP-dependent helicase WRN (Homo sapiens), Q14191; note: potency is the fitted concentration of half-maximal effect; % is set by controls: 0 for no effect and ±100 for the full control effect; nearly all actives have a fitted effect of over 55% in size
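Enzyme (20 nM final) and test compound sit together 15 min at room temperature before substrate addition. Substrate is a single-forked duplex oligonucleotide (100 nM) labelled with fluorophore and quencher, with 2 mM ATP; helicase unwinding raises red fluorescence, read kinetically.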
PLK1 PBD block – qHTS for Inhibitors of PLK1-PDB (polo-like kinase 1 - polo-box domain): Primary Screen; 360,000 tested, 2.8% active; Plk1 PBD binding of FITC phosphopeptide, fluorescence polarization; Serine/threonine-protein kinase PLK1 (Homo sapiens), P53350; Potency, µM, for inactives: max response, negative = inhibition, hits mostly inhibitors; note: potency is the fitted concentration of half-maximal effect; series mostly up to about 57 µM; % is set by controls: 0 for no effect and ±100 for the full control effect; nearly all actives have a fitted effect of over 65% in size
Target sequence (P53350 whole entry, looked up, the tested form may be a part): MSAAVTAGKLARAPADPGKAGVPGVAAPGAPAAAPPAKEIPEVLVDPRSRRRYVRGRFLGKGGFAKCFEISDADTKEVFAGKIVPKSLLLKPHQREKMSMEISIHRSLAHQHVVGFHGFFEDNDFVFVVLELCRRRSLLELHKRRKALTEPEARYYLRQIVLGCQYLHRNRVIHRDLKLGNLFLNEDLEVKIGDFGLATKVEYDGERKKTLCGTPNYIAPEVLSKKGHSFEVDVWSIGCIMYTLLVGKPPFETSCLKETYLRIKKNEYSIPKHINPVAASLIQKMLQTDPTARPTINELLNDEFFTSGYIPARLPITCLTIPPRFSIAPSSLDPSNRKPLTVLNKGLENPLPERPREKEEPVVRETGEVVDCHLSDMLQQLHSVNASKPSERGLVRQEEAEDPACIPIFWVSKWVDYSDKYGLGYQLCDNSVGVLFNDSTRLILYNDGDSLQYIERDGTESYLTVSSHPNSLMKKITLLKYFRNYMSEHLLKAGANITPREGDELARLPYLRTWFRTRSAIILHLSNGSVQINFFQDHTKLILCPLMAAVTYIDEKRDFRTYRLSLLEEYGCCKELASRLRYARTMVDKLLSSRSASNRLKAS
Abeta yeast res – qHTS for compounds that reverse cellular toxicity of Amyloid beta (A-beta) peptide in yeast: Primary Screen; yeast expressing A-beta42, growth rescue, OD600, 48 h; response scale: 0% DMSO, 100% iron-clioquinol control; Potency, µM (highest dose often 46.1 µM), inactives show top-dose growth rescue, actives largely listed as activators; 410,000 tested, 0.063% active; note: potency is the fitted concentration of half-maximal effect; nearly all actives have a fitted effect of over 55% in size
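Yeast growth medium received pinned compounds, then yeast cells expressing toxic A-beta were added; plates incubated at 30 C for 48 hr. Growth read as absorbance at 600 nm, normalized to DMSO and equimolar FeCl3 plus clioquinol controls.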
* hit, by the source's call; & = joins results of further samples; [ ] = remark or other dose. Unless noted, calls come from the whole dose curve; as a rule, active = well fitted curve in the direction sought with a large enough effect; inconclusive = small, poorly fitted or top-dose-only effect, or another doubt; inactive = no such curve, though single readings can be large; an effect the other way counts as inactive or inconclusive.

Screening COc1cc2c(cc1OC)C1(CCCC1)C(N)=C2C#N returned EPAC1 antagonist 2%, aSyn rescue -1%, PI5P4K alpha inh 13, IL2 activator 6.7, EPAC1 ag 6%, FUS suppressor -39%, WRN inhibitor -20%, PLK1 PBD block -2% and Abeta yeast res 3%[9.22 µM].
`CCOC(=O)C1CCCN(CCCc2ccccc2)C1` (stereo not drawn) gave EPAC1 antagonist 3%&-1%, aSyn rescue -2%&-10%, PI5P4K alpha inh 0, IL2 activator 0.7&0.4, EPAC1 ag -11%&2%, FUS suppressor -24%&-3%, WRN inhibitor 2%&-6%, PLK1 PBD block 2%&2% and Abeta yeast res 7%&-4%.
O=S(=O)(NC1CCCCC1N1CCN(c2ccccc2F)CC1)c1ccc(Cl)cc1 (stereo not drawn) was read as EPAC1 antagonist 5%, aSyn rescue -1%, PI5P4K alpha inh 9, IL2 activator -4.0, EPAC1 ag -6%, FUS suppressor 14%, WRN inhibitor 3%, PLK1 PBD block -1% and Abeta yeast res 10%.
Screening CC(C)CCn1c(N2CCC(C(N)=O)CC2)nc2c1c(=O)[nH]c(=O)n2C returned EPAC1 antagonist 12%, aSyn rescue -1%, PI5P4K alpha inh 0, IL2 activator -2.0, EPAC1 ag 3%, FUS suppressor 28%, WRN inhibitor 0%, PLK1 PBD block -6% and Abeta yeast res -10%.
Screening CCCCn1c(SCC(=O)N2CCCC2=O)nc2cc(S(N)(=O)=O)ccc21 returned EPAC1 antagonist -3%, aSyn rescue 1%, PI5P4K alpha inh -9, IL2 activator 3.2, EPAC1 ag 13%, WRN inhibitor -16%, PLK1 PBD block -4% and Abeta yeast res 2%.
`O=C(CCCCCCC(=O)c1ccccc1)c1ccccc1` gave EPAC1 antagonist 0%, aSyn rescue 0%, PI5P4K alpha inh 1, IL2 activator 0.2, EPAC1 ag 8%, FUS suppressor 8%, WRN inhibitor -7%, PLK1 PBD block -4% and Abeta yeast res 1%.
Cc1c(CN(C)C(=O)c2sc3cc(Cl)ccc3c2Cl)cnn1C was read as EPAC1 antagonist -1%, aSyn rescue -2%, PI5P4K alpha inh 3, IL2 activator -3.5, EPAC1 ag 5%, FUS suppressor 23%, WRN inhibitor 9%, PLK1 PBD block -9% and Abeta yeast res -5%.
For CCOC(=O)c1cc(NC(=O)C2CCCO2)cc(C(=O)OCC)c1 (stereo not drawn) the results were EPAC1 antagonist 6%, aSyn rescue 6%, IL2 activator -3.5, EPAC1 ag 5%, FUS suppressor 17%, WRN inhibitor 12%, PLK1 PBD block -2% and Abeta yeast res 8%.
COC(=O)COc1ccc(-c2nccc(-c3ccc(Br)cc3)n2)cc1 was read as EPAC1 antagonist -13%, aSyn rescue 7%, PI5P4K alpha inh -16, IL2 activator -0.5, EPAC1 ag 11%, FUS suppressor -4%, WRN inhibitor inconclusive, PLK1 PBD block 9.5µM* and Abeta yeast res -12%.
For Cc1cccc(N(C(=O)c2csnn2)C(C(=O)NC2CCCCC2)c2ccccn2)c1C (stereo not drawn) the results were EPAC1 antagonist 14%, aSyn rescue -13%, PI5P4K alpha inh -1, IL2 activator 1.5, EPAC1 ag -7%, FUS suppressor inconclusive, WRN inhibitor 14%, PLK1 PBD block -13% and Abeta yeast res -17%.
Screening O=[N+]([O-])c1ccc(N/N=C/c2c[nH]c3ccccc23)cc1 returned EPAC1 antagonist -18%, aSyn rescue -7%, PI5P4K alpha inh 3, IL2 activator 1.8, EPAC1 ag 4%, FUS suppressor 8%, WRN inhibitor inconclusive, PLK1 PBD block -4% and Abeta yeast res 3%.
For COc1ccc(Cl)cc1C(=O)O/N=C(\N)c1ccncc1 the results were EPAC1 antagonist 1%, aSyn rescue 8%, PI5P4K alpha inh 2, IL2 activator -3.5, EPAC1 ag 0%, FUS suppressor 15%, WRN inhibitor -3%, PLK1 PBD block -2% and Abeta yeast res -5%.
For CCNc1c(NS(=O)(=O)c2ccc([N+](=O)[O-])cc2)c(=O)oc2ccccc12 the results were EPAC1 antagonist -17%, aSyn rescue 0%, PI5P4K alpha inh 5, IL2 activator -1.2, EPAC1 ag 1%, FUS suppressor 16%, WRN inhibitor 1%, PLK1 PBD block -9% and Abeta yeast res -11%.
For COc1ccccc1/C=C/C(=O)NNC(=O)c1cccs1 the results were EPAC1 antagonist -1%, aSyn rescue 5%, PI5P4K alpha inh 2, IL2 activator -0.1, EPAC1 ag -4%, FUS suppressor -3%, WRN inhibitor 8%, PLK1 PBD block -1% and Abeta yeast res 7%.
Screening CCC(C)NC(=O)C(CCSC)NC(=O)c1ccccc1 (stereo not drawn) returned EPAC1 antagonist 10%, aSyn rescue 1%, PI5P4K alpha inh -1, IL2 activator 0.2, EPAC1 ag -6%, FUS suppressor -18%, WRN inhibitor 6%, PLK1 PBD block 0% and Abeta yeast res 4%.
`Cn1c(N)c(C(=O)COC(=O)CCC(=O)c2ccc(F)cc2)c(=O)n(C)c1=O` gave EPAC1 antagonist -5%, aSyn rescue 1%, PI5P4K alpha inh 2, IL2 activator 2.7, EPAC1 ag 14%, FUS suppressor 7%, WRN inhibitor -2%[57.1 µM], PLK1 PBD block 4% and Abeta yeast res 9%.
COc1ccc(C2Nc3cccc4cccc(c34)N2)cc1 was read as EPAC1 antagonist 1%, aSyn rescue -8%, PI5P4K alpha inh -6, IL2 activator -2.7, EPAC1 ag 9%, FUS suppressor 12%, WRN inhibitor 5%, PLK1 PBD block 30µM* and Abeta yeast res 29%.
COc1ccc(NC(=O)c2nc[nH]c2C(=O)N2CCN(c3ccccc3)CC2)cc1 was read as EPAC1 antagonist -3%, aSyn rescue 2%, PI5P4K alpha inh -1, IL2 activator -0.2, EPAC1 ag -15%, FUS suppressor -20%, WRN inhibitor 0%, PLK1 PBD block 4% and Abeta yeast res 9%.
O=C(c1ccccc1)N1CCN(Cc2ccccc2Br)CC1 was read as EPAC1 antagonist 16%, aSyn rescue -17%, PI5P4K alpha inh -1, IL2 activator 0.6, EPAC1 ag -8%, FUS suppressor 1%, WRN inhibitor 4%, PLK1 PBD block -3% and Abeta yeast res 18%.
For O=C1CCSc2ccc(Cl)cc2N1Cc1cccc(Cl)c1 the results were EPAC1 antagonist 3%, aSyn rescue 15%, PI5P4K alpha inh 3, IL2 activator 0.8, EPAC1 ag 14%, FUS suppressor 16%, WRN inhibitor -19%, PLK1 PBD block -1% and Abeta yeast res -18%.
For CC(=O)NC1C(=O)N=C(SC(C)C(=O)Nc2cccc(Cl)c2)NC1=O (stereo not drawn) the results were EPAC1 antagonist 0%, aSyn rescue 3%, PI5P4K alpha inh -1, IL2 activator -3.6, EPAC1 ag -1%, FUS suppressor 5%, WRN inhibitor 5%, PLK1 PBD block -2% and Abeta yeast res 6%.
`COc1cc(OC)cc(C(=O)N[C@H](C(=O)Nc2nc(-c3ccc(F)c(F)c3)cs2)C(C)C)c1` gave EPAC1 antagonist -1%, aSyn rescue -1%, PI5P4K alpha inh 14, IL2 activator 0.3, EPAC1 ag 1%, FUS suppressor 4%, WRN inhibitor -3%, PLK1 PBD block -8% and Abeta yeast res 19%.
COc1ccc(N2C(=O)CCC(C(=O)N(C)CCc3ccccn3)C2c2ccc(OC)c(OC)c2)cc1 (stereo not drawn) was read as EPAC1 antagonist -1%, aSyn rescue -1%, PI5P4K alpha inh 2, IL2 activator -2.8, EPAC1 ag -1%, FUS suppressor 19%, WRN inhibitor -4%[57.1 µM], PLK1 PBD block -1% and Abeta yeast res 9%.
CCOC(=O)C(=NC(C)CC)NNc1cccc(C(F)(F)F)c1 (stereo not drawn) was read as EPAC1 antagonist -18%, aSyn rescue 0%, PI5P4K alpha inh -2, IL2 activator -3.4, EPAC1 ag -17%, FUS suppressor -11%, WRN inhibitor 4%, PLK1 PBD block 3% and Abeta yeast res -4%.
COc1ccc(/C(C)=N/Nc2nc(C)cc(-c3ccccc3)n2)cc1 was read as EPAC1 antagonist -14%, aSyn rescue -18%, PI5P4K alpha inh -1, IL2 activator -1.1, EPAC1 ag 0%, FUS suppressor 14%, WRN inhibitor -11%, PLK1 PBD block -4% and Abeta yeast res 14%.
For COC(=O)c1ccc(Oc2ccc(C(F)(F)F)cn2)cc1 the results were EPAC1 antagonist -12%, aSyn rescue -15%, PI5P4K alpha inh 1, IL2 activator -0.5, EPAC1 ag -3%, FUS suppressor 1%, WRN inhibitor 0%, PLK1 PBD block inconclusive and Abeta yeast res -1%.
For Cc1ccc2nc(-c3ccccn3)cc(C(=O)Nc3ccc(S(=O)(=O)N4CCOCC4)cc3)c2c1 the results were EPAC1 antagonist inconclusive, aSyn rescue 1%, PI5P4K alpha inh 12, IL2 activator 2.8, EPAC1 ag -3%, FUS suppressor 27%, WRN inhibitor 2%[57.1 µM], PLK1 PBD block -9% and Abeta yeast res -21%.
For Cc1nc(/C=C\C(=O)O)c2cc(C)oc2n1 the results were EPAC1 antagonist -8%, aSyn rescue 2%, PI5P4K alpha inh -3, IL2 activator 1.7, EPAC1 ag -3%, FUS suppressor 8%, WRN inhibitor -33%, PLK1 PBD block -22% and Abeta yeast res -9%.
